Source: PubChem
TLR9-MyD88 block = blocks human TLR9 binding to MyD88. AID 504734. CHO BLA complementation TLR9-MyD88, CCF4 FRET ratio. Q9NR96+Q99836. inhibition, % at 4.98 µM. hit rate 0.21% among 340,000;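 active means inhibition above the mean over all tested compounds plus 3 SD, cut at about 21% in these data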;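 further: 0% = DMSO only wells and 100% = clavulanate BLA inhibitor control wells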
Target sequence (Q99836 whole entry, looked up): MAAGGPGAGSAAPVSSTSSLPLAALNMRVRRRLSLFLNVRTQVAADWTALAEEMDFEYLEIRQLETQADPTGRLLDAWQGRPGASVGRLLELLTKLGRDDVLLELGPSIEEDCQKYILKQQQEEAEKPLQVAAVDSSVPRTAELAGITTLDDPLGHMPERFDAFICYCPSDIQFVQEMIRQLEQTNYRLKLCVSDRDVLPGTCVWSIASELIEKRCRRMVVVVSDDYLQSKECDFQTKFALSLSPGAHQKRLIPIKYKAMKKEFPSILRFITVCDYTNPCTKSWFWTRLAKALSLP
Target sequence (Q9NR96 whole entry, looked up): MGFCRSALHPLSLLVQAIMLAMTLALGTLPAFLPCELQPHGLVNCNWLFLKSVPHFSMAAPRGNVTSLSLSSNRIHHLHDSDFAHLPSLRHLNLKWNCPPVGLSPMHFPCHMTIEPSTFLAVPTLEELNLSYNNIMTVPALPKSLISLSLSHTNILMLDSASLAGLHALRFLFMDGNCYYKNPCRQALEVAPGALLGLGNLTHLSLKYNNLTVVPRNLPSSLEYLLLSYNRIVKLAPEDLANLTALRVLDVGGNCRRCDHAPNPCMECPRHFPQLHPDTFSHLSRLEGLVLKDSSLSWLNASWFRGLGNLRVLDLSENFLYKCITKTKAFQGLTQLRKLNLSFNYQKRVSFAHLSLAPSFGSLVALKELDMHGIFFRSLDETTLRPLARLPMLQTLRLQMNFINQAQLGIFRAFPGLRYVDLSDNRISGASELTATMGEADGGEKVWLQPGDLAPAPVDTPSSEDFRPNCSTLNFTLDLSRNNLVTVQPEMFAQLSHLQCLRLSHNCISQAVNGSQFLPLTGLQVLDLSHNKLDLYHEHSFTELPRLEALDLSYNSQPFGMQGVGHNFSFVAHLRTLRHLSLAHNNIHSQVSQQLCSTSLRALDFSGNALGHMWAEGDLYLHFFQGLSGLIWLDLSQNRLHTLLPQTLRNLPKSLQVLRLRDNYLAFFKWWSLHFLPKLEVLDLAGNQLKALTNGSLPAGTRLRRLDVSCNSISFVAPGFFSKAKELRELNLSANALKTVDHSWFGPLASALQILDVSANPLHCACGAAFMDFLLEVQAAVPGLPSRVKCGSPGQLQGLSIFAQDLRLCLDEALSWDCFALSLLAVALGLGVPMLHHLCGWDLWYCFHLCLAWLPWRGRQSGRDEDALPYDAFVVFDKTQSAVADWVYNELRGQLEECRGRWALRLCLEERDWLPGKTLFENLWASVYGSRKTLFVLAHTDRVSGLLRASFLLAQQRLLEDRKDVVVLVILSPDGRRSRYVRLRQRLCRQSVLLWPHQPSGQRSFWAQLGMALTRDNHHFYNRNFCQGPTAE
ABCB6 inh MLPCN = blocks the human ABCB6 transporter. fluorescence ratio to DMSO, % at 10 µM. hit rate 0.19% among 360,000. AID 602162. K562-ABCB6 porphyrin accumulation, flow cytometry, 1 h; hits give low values;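 active means fluorescence ratio to DMSO below 75%, the collection mean minus 3 SD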;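 further: signal is porphyrin accumulated inside mitochondria; 100% equals median channel fluorescence of DMSO control wells; lower ratio means ABCB6 inhibition with less porphyrin fluorescence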
MC4R antagonist = blocks human MC4R cAMP signaling | P32245 | MC4R-expressing cells, MTII-stimulated cAMP, LANCE TR-FRET | inhibition, % at 6.5 µM | hit rate 0.48% among 360,000 | AID 540295;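 active means inhibition above its plate's cutoff, the mean of tested wells on that plate plus 3 SD, cut at about 29% in these data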;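 further: 0% = Melanotan II alone and 100% = Melanotan II plus saturating MCL0020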
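material = U2OS cells stably expressing human melanocortin 4 receptor (MC4R) | also added = Melanotan II challenge | dosing = single nominal compound dose of 6.5 µM | detection = TR-FRET with Eu-cAMP and labeled anti-cAMP, 671 nm | replication = singlicate | timing = compound 30 min, challenge 1 h, detection 1 h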
ABHD5-PLIN5 inh = ABHD5-PLIN5 protein interaction inhibition; hit rate 0.78% among 360,000; inhibition, % at 4 µM; Q00G26+Q8WTS1; Split G. princeps luciferase complementation, luminescence, 4 h;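 active means inhibition above the mean inhibition across every tested compound plus 3 SD, cut at about 22% in these data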;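 further: 0% = DMSO only wells and the 100% control is not disclosed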
Vif imaging = inhibitors of HIV Vif | HEK293T cells, Vif self-association by quenched fluorescence, imaging, 24 h | inhibition, % at 7.49 µM | hit rate 0.35% among 340,000 | AID 602346; in the data active means inhibition above about 50%, passing the limit was not always enough; further: some results filed as inactive read as strong as hits
aDG glyco act = alpha-DG glycosylation activation. Pro5-aDG cells, alpha-DG glycosylation AlphaScreen (IIH6); 0% Pro5, 100% B10-LARGE cell signal. activation, % at 10 µM. hit rate 0.22% among 360,000;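 active means activation of at least 8% versus controls, or a plate z-score of at least 8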;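 further: Pro5 are CHO cells carrying HIG-tagged alpha-DG that lacks glycosylation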
Exocytosis inh = lytic granule exocytosis inhibition | hit rate 0.66% among 360,000 | TALL-104 LAMP-1 surface exposure, flow cytometry; cells stimulated with thapsigargin and PMA | AID 651702 | inhibition, % at 10 µM;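 active means inhibition above about 55%, limit read from the data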
MC4R ag barr = agonists of human melanocortin 4 receptor (MC4R) beta-arrestin; hit rate 0.98% among 360,000; U2OS MC4R beta-arrestin complementation, luminescence; percent of melanotan II response, DMSO zero; activation, % at 8.9 µM; P32245;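 active means activation above a per-plate cutoff, the mean activation of sample wells on that plate plus 3 SD, cut at about 8% in these data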
Glyco luc inh = N-linked glycosylation inhibition; D54 ERlucT glycosylation luciferase reporter, 24 h; percent of 100 nM tunicamycin response; reporter increase, % at 12.5 µM; hit rate 0.23% among 360,000; AID 588692;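 active means mean luciferase reporter signal, scaled so untreated is 0 and the glycosylation-blocking control 100, at or above a set limit in every replicate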;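 further: luciferase carries N-glycosylation sites so blocking glycosylation raises the light; 0% = median of neutral control wells and 100% = median of 100 nM tunicamycin wells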
NOD2 RIPK2 PPI = blocks binding of human NOD2 to RIPK2 | O43353 | CHO BLA complementation NOD2-RIPK2, CCF4 ratio | inhibition, % at 4.98 µM | hit rate 0.38% among 360,000 | AID 624267; in the data active means inhibition above about 21%;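 further: 0% = vehicle only and 100% = reference blocker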
* hit, by the source's call; . = not tested or not shown. Some of the compounds tested (hit frequency here may not be typical).

canonical_smiles	TLR9-MyD88 block	ABCB6 inh MLPCN	MC4R antagonist	ABHD5-PLIN5 inh	Vif imaging	aDG glyco act	Exocytosis inh	MC4R ag barr	Glyco luc inh	NOD2 RIPK2 PPI
O=C(c1ccccc1F)N1CCN(S(=O)(=O)c2ccc3c(c2)OCCO3)CC1	4	96	0	1	16	-0.1	-1	-1.1	6	-22
CN(Cc1ccccc1)C(=O)c1ccc(NC(=O)Cc2ccc(NC(=O)C3CCN(C(=O)C4CCC4)CC3)cc2)cc1	-5	101	-12	1	-2	-0.1	0	0.4	-1	1
COc1cc(NC(=S)NCc2cccnc2)cc(OC)c1OC	-1	100	19	3	14	0.3	-3	-1.4	-1	2
CCC(C)N(C(=O)CCC(=O)Nc1cc(C)on1)C(C(=O)NC(C)(C)C)c1ccccc1Cl (configuration not stated)	-7	92	6	0	17	0.1	12	1.3	-2	-4
CCc1nn(CC(=O)NCCc2ccc(S(N)(=O)=O)cc2)c(=O)c2cc3sccc3n12	3	100	-4	-2	-3	0.0	-4	0.4	0	-4
CCN(CC)S(=O)(=O)c1ccc(OC)c(NC(=O)c2cc(C)on2)c1	3	95	9	-1	9	-0.2	0	-1.7	0	-3
CC(C(=O)Nc1nncs1)N1C(=O)C2C3C=CC(C3)C2C1=O (configuration not stated)	-7	107	2	-5	.	-0.2	0	1.4	1	-1
O=C(Oc1ccc2c(=O)c(Oc3ccc4ccccc4c3)coc2c1)c1cccnc1	-4	103	1	-2	1	-0.2	4	4.4	1	-8
CCOC(=O)C(=O)Nc1ccccc1C(=O)NCc1ccccc1	1	101	17	0	.	0.1	0	-0.7	1	-3
CC(=O)C1=C(O)C(=O)N(c2ccc(O)cc2)C1c1ccc(C)cc1 (configuration not stated)	0	98	-4	-2	3	0.0	0	-0.7	2	-7
Cc1cc(NC(=O)c2cc(-c3ccccn3)nc3ccccc23)no1	1	91	14	7	2	-0.2	0	-0.7	0	-19
Cc1ccc(NC(=O)C2CCCN(S(=O)(=O)c3c(C)noc3C)C2)c(Br)c1 (configuration not stated)	3	96	2	14	-2	0.2	0	4.4	-1	-11
O=c1[nH]c2c(s1)C(c1ccco1)C1C3CCC(C3)C1S2 (configuration not stated)	17	130	6	-7	-7	0.1	10	1.7	-1	-1
COC(=O)c1c(NC(=O)Cc2cccs2)sc(C)c1C	-7	94	8	-3	4	0.3	3	-0.4	-1	1
COC(=O)c1cnc(NNS(=O)(=O)c2ccc(C(F)(F)F)cc2)nc1C(F)(F)F	0	86	-1	-2	-12	0.2	6	2.2	0	6
Cc1ccc(NC(=O)n2ccc(-c3ccc(-n4ccnc4)cc3)n2)cc1	.	103	21	10	-1	0.4	6	-1.7	0	-1
Cc1ccc(OC2CCN(C(=O)[C@H]3O[C@@H](n4cnc5c(N)ncnc54)[C@H](O)[C@@H]3O)CC2)cc1	.	90	.	-3	.	-0.2	-2	.	1	1
COCCNC(=O)C1CCCN(C(=O)c2ccc3sccc3c2)CC1 (configuration not stated)	.	101	2	0	-1	-0.2	-3	-2.2	1	12
C[C@H]1CN([C@@H](C)CO)C(=O)c2cc(C#CCC3CCCC3)cnc2O[C@@H]1CN(C)C(=O)CC1CC1	-7	99	0	4	0	0.1	-6	-0.9	-1	-8
CN(CC(=O)N1CCN(c2ccccn2)CC1)S(=O)(=O)c1ccc2ccccc2c1	0	94	14	-4	-4	0.1	9	0.8	1	-28
CCc1cc(C=C(Cl)Cl)oc(=O)c1C	-3	100	1	2	-7	0.1	0	-1.4	-3	-6
CCOc1ccccc1OCCOCCN1CC(C)OC(C)C1 (configuration not stated)	-13	90	21	4	-1	0.3	-2	-0.2	1	1
COc1ccccc1-c1nc(C#N)c(N2CCc3ccccc3C2)o1	-10	97	9	0	-12	-0.4	2	2.3	2	4
O=Cc1cn(CCC(=O)O)nc1-c1cc2ccccc2o1	4	96	5	3	-15	-0.2	-4	-0.2	2	-11
Cc1ccccc1NC(=O)COC(=O)COc1ccc2c(c1)CCC2	6	97	1	2	-3	-0.3	0	-0.7	0	6
Cc1ccc(-c2nn(-c3ccccc3)cc2C(=O)NCCCN2CCOCC2)cc1	-1	100	11	4	-5	-0.3	0	-0.5	0	-8
Cc1nn(C)c(C)c1NS(=O)(=O)c1ccccc1	8	102	2	2	-6	-0.1	2	-1.6	3	1
COc1ccccc1CNC(=O)c1cc(-c2ccccc2)nn1CC1CC(c2cccc([N+](=O)[O-])c2)=NO1 (configuration not stated)	-10	96	5	-7	.	-0.2	13	-0.1	-5	4
O=S(=O)(c1ccccc1)N1CCCC1c1cccs1 (configuration not stated)	-2	97	4	-2	-8	-0.1	-14	1.0	-2	-12
O=c1cc(CN2CCN(c3ccc(O)cc3)CC2)nc2scc(-c3ccccc3)n12	-1	87	-7	-5	-5	0.0	1	-2.0	-2	3
CCCc1cc(=O)[nH]c(SCC(=O)Nc2sc3c(c2C#N)CCC(C)C3)n1 (configuration not stated)	6	97	-7	-6	-1	0.4	-9	4.2	4	-1
Cc1c(Br)c(O)c(Br)c(O)c1/C=N/n1c(-c2ccccc2)n[nH]c1=S	6	92	3	-7	-3	-0.2	-1	-0.6	-2	-5
Cc1[nH]n(-c2ccccc2)c(=O)c1C(=O)Nc1ccccc1	-13	99	7	-8	0	-0.2	-3	-2.2	1	-5
CN(C)S(=O)(=O)N1CCN(S(=O)(=O)c2ccc3ccccc3c2)CC1	-6	101	6	6	-7	-0.1	-1	0.9	-1	-8
CSc1ccc(S(=O)(=O)NCC(=O)OCC(=O)NCCc2ccccc2)cc1[N+](=O)[O-]	-9	96	-4	-6	-14	0.1	6	-1.5	0	-21
CCCOc1ccc(C(=O)CCC(=O)OC(C)C(=O)Nc2ccc(NC(C)=O)cc2)cc1 (configuration not stated)	-15	102	10	10	13	-0.2	-20	0.2	3	-12
COCCn1c(C)cc(O)c(C(=O)Nc2cccc(Cl)c2)c1=O	-2	101	-6	0	-1	-0.1	2	1.0	0	-8
O=C(Nc1ccnc(-c2cccnc2)n1)c1ccccc1Cl	2	91	3	4	.	0.2	-3	-0.1	3	-11
O=CN1CCN(C(C(=O)NC2CCCC2)c2ccc(Cl)cc2)CC1 (configuration not stated)	-7	91	5	-1	2	0.0	2	-0.7	3	8
Cc1ccc(SCCc2cc[n+](CC(=O)c3ccccc3)cc2)cc1	-3	103	6	2	1	-0.2	-3	-1.3	4	2
CC1(CCc2ccccc2)NC(=O)NC1=O (configuration not stated)	-6	99	8	-2	0	-0.1	3	1.0	1	3
C/C(=N\NC(=O)c1cccc(N2CCCC2=O)c1)c1ccc(N)cc1	-10	100	-8	0	3	-0.4	6	-2.4	-1	2
O=c1[nH]c2ccc(NS(=O)(=O)c3ccc([N+](=O)[O-])cc3)cc2[nH]1	13	98	10	-1	-4	0.2	-2	-3.3	2	-2
CC(C)Cn1c(=O)[nH]c2ccccc21	3	99	12	-1	2	0.0	-3	-0.1	0	-1
CCOC(=O)C1CCN(C(=O)CCn2c(=O)oc3ccccc32)CC1	-5	97	11	5	-5	-0.2	-1	-1.0	0	-2
CC1(NC(=O)Nc2cc([N+](=O)[O-])ccc2O)CCS(=O)(=O)C1 (configuration not stated)	-15	95	-1	-6	6	6.9*	8	-0.9	-1	-1
CCN1C(=O)[C@H]2[C@@H](c3ccc(C)cc3)N[C@]3(CCCN(Cc4ccc(C(F)(F)F)cc4)C3=O)[C@H]2C1=O	9	101	6	2	19	-0.1	-6	-1.1	-1	-14
Cc1cc(-c2ccccc2)nc(N(C)C)c1S(C)(=O)=O	2	97	-3	-1	0	0.3	1	-3.4	1	9
Cc1[nH]n(-c2ccccc2)c(=O)c1/C=N/NC(=O)c1ccoc1C	-1	99	9	-15	-1	0.5	6	-3.4	0	-8
O=C(COC(=O)c1ccc(Cl)nc1)NNC(=O)c1ccc(Cl)cc1	-8	103	11	0	-6	-0.1	29	-3.6	2	-11
COc1cccc(CCN2CCC(CNS(=O)(=O)c3cc(-c4cc(C)no4)ccc3C)CC2)c1	4	99	-1	8	-13	5.0	24	-1.4	11	9
CCC(=O)Nc1cccc(NC(=O)CSc2nnc(C3CC3)n2C)c1	-3	112	12	-1	-16	0.3	2	2.4	0	1
Cc1cc(Oc2ccc(=O)n(C)n2)nc(SCc2ccccc2)n1	-7	92	3	-4	5	0.5	0	-1.0	2	1
COCCNc1nc(N)c([N+](=O)[O-])c(NCC2CCCO2)n1 (configuration not stated)	2	100	7	5	-8	-0.2	1	0.7	5	-20
C/C(=N\NC(=O)c1sccc1-n1cccc1)c1cccs1	2	96	5	0	3	-0.1	-8	-1.9	-1	-5
Cc1ccc(/C(N)=N/OC(=O)Cc2cccs2)cc1	-5	98	4	-3	-6	-0.3	-1	1.1	-1	-1

Among those listed so far, these contain a cyano group.
canonical_smiles	TLR9-MyD88 block	ABCB6 inh MLPCN	MC4R antagonist	ABHD5-PLIN5 inh	Vif imaging	aDG glyco act	Exocytosis inh	MC4R ag barr	Glyco luc inh	NOD2 RIPK2 PPI
COc1ccccc1-c1nc(C#N)c(N2CCc3ccccc3C2)o1	-10	97	9	0	-12	-0.4	2	2.3	2	4
CCCc1cc(=O)[nH]c(SCC(=O)Nc2sc3c(c2C#N)CCC(C)C3)n1 (configuration not stated)	6	97	-7	-6	-1	0.4	-9	4.2	4	-1

aDG glyco act: what is marked active above.
canonical_smiles	TLR9-MyD88 block	ABCB6 inh MLPCN	MC4R antagonist	ABHD5-PLIN5 inh	Vif imaging	aDG glyco act	Exocytosis inh	MC4R ag barr	Glyco luc inh	NOD2 RIPK2 PPI
CC1(NC(=O)Nc2cc([N+](=O)[O-])ccc2O)CCS(=O)(=O)C1 (configuration not stated)	-15	95	-1	-6	6	6.9*	8	-0.9	-1	-1
